Bioassay records from PubChem BioAssay.
DAGLB inhibitor: diacylglycerol lipase beta (human) inhibition; Q8NCG7; HEK293T DAGLB membrane lysate, EnzChek fluorogenic substrate; inhibition, % at 5.17 µM; actives 0.059% (n = 340,000); AID 504411; in the data active = inhibition above about 34%;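 note: 0% = enzyme with vehicle and 100% = wells lacking enzyme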
Target sequence (Q8NCG7 whole entry, looked up): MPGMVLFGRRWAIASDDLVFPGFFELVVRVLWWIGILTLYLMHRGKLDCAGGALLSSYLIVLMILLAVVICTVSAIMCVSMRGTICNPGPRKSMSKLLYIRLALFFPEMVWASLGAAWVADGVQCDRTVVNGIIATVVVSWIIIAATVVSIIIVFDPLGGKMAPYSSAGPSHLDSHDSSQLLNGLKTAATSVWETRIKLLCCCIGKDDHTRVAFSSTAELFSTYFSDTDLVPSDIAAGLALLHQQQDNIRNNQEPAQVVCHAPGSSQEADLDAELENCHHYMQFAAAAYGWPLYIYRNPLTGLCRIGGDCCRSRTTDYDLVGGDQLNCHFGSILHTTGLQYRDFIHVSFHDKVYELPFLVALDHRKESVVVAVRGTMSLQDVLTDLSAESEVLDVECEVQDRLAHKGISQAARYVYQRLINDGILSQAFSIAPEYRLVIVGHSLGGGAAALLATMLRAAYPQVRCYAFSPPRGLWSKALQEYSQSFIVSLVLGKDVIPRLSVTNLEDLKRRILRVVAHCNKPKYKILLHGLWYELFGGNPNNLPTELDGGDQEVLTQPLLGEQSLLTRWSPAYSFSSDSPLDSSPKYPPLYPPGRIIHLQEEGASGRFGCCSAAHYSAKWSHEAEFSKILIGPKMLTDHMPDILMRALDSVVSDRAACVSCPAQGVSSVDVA
PfHsp90 yeast 2: reduces growth (ATP signal) of yeast expressing P. falciparum Hsp90; S. cerevisiae expressing PfHsp90, BacTiter-Glo ATP, 48 h; yeast lacking PDR1 and PDR3 efflux regulators; inhibition, % at 9.4 µM; actives 0.32% (n = 310,000);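 active = every replicate shows inhibition above about 80%, whatever the replicate mean, limit read from the data; inconclusive = mean inhibition reaches the set limit but some replicate falls short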;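 note: 0% = DMSO neutral controls and 100% = 20 µM radicicol positive controls; yeast relying on Plasmodium falciparum Hsp90 in place of its own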
Ecoli viability: reduces bacterial viability in AddAB counter-screen | E. coli V3065 growth, OD600 absorbance, 18 h | inhibition, % at 11.9 µM | actives 0.27% (n = 330,000) | AID 449728;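 active = inhibition above the campaign's mean inhibition across all tested compounds plus 3 SD, cut at about 9.9% in these data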;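 note: uninfected addAB+ strain grown without phage in ampicillin broth; 0% = DMSO wells and 100% = ciprofloxacin 0.95 µg/ml wells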
CAL PDZ FP: inhibitors of human CAL PDZ peptide binding; Q9HD26; purified CAL PDZ, TMR-peptide fluorescence polarization, 1 h; inhibition, % at 20 µM; actives 0.02% (n = 330,000); AID 504414;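 active = highest replicate inhibition of at least 40%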;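 note: plate controls were DMSO neutral control wells for no effect and unlabeled competitor peptide control wells for full effect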
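Material: tagged CAL PDZ domain; buffer or medium: 25 mM sodium phosphate pH 7.4, 150 mM NaCl, TCEP, IgG, Thesit; compound dosing: single point, 20 µM; schedule: 1 h incubation at room temperature before polarization reading; measured by: FP readout, S and P plane fluorescence; read-out basis: percent inhibition from loss of millipolarization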
PvdQ inh: P. aeruginosa PvdQ acylase inhibition | purified PvdQ acylase, fluorescence plate reader | inhibition, % at 10 µM | actives 0.063% (n = 340,000) | AID 488965; in the data active = inhibition above about 30%, passing the limit was not always enough; inconclusive = no clear call, values can overlap the other calls;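 note: 0% = vehicle neutral wells and 100% = reference inhibitor wells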
Wnt act: activates Wnt/beta-catenin signaling in a reporter cell assay; AID 743398; activation, % at 9.35 µM; actives 1.2% (n = 300,000); activator, plate reader; in the data active = activation above about 30%, passing the limit was not always enough; inconclusive = no clear call, values can overlap the other calls;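 note: 0% = neutral control wells and 100% = positive control wells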
phage Ecoli inh: E. coli growth loss with phage present | growth absorbance | inhibition, % at 11.9 µM | actives 0.26% (n = 360,000) | AID 651602; in the data active = inhibition above about 11%
Rtt109 Vps75: C. albicans Rtt109 histone acetyltransferase inhibition; purified Rtt109/Vps75, ThioGlo CoA-SH fluorescence, 4 h; inhibition, % at 34.9 µM; actives 0.16% (n = 330,000);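 active = inhibition of at least 50% in every replicate; inconclusive = best replicate reaches 50% inhibition but some replicates fall short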
Target sequence (Q5AAJ8 whole entry, looked up): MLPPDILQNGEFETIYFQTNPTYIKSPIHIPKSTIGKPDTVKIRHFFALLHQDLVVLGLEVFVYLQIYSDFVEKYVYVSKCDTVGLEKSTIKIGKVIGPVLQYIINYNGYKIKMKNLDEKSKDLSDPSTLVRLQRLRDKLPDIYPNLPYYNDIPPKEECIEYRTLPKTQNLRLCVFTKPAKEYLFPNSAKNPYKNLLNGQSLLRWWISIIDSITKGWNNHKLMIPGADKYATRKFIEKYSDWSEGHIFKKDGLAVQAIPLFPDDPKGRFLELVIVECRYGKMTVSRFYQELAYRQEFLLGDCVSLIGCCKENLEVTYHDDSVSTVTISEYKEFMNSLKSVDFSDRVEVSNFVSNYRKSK
AddAB inh: less growth of phage-infected E. coli with AddAB. E. coli expressing H. pylori AddAB, absorbance growth. inhibition, % at 11.9 µM. actives 0.29% (n = 330,000). AID 435030; in the data active = inhibition above about 12%;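 note: 0% = vehicle wells of infected cells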
Tat export inh: inhibitors of E. coli Tat protein transport; E. coli MC4100 TorA-mCherry Tat export, fluorescence; inhibition, % at 10 µM; actives 0.036% (n = 340,000); AID 488895;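 active = mean replicate inhibition at least 50% and at least half of replicates individually reaching 50%; inconclusive = only one of the two criteria met; inactive = neither criterion met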;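 note: exported cargo escapes ClpAP degradation while cytoplasmic cargo is degraded and loses fluorescence; 0% = median of neutral control wells and 100% = median of NaSCN control wells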
* = called active by the depositor; ? = inconclusive; . = not tested or not shown.

SMILES	DAGLB inhibitor	PfHsp90 yeast 2	Ecoli viability	CAL PDZ FP	PvdQ inh	Wnt act	phage Ecoli inh	Rtt109 Vps75	AddAB inh	Tat export inh
C/C(=N\NC(=S)Nc1ccccc1C)c1cc2ccccc2o1	-1	-28	-2.1	-0.4	-9	1	2.0	-12	-0.2	-5
CCOC(=O)c1c(C)c(C(=O)Nc2ccccc2)c(C)n1CC	-4	15	-0.2	-0.3	-13	.	4.2	4	-2.4	-2
O=C1C(=O)N(Cc2cccnc2)C(c2cccc([N+](=O)[O-])c2)/C1=C(/O)c1ccc2c(c1)OCO2 (stereo unspecified)	0	3	0.8	-3.0	-4	-3	0.7	2	2.0	2
Cc1ccc(C)c(OCC(=O)Nc2ccc(S(=O)(=O)Nc3onc(C)c3C)cc2)c1	3	-14	0.8	-1.1	-6	-1	1.0	-5	0.8	-1
Cn1c(N2CCC(C(N)=O)CC2)nc2c1c(=O)n(Cc1cccc(Br)c1)c(=O)n2C	1	.	-0.8	.	11	.	2.2	-7	-1.6	-5
Cc1ccc(CNC(=O)CCS(=O)(=O)c2ccc(Br)cc2)cc1	2	28	.	-5.2	-7	26	3.9	1	.	6
COc1cc(CC(=O)OCC(=O)c2ccc[nH]2)cc(OC)c1OC	-1	4	1.3	0.2	-8	0	1.4	1	0.2	-5
COc1ccc(C2CC(c3ccc4ccccc4c3)=NN2C(=O)CNC2CCCCC2)cc1 (stereo unspecified)	3	1	-1.4	-2.3	-2	-2	3.4	15	1.7	15
COc1ccc(NC(=O)Cc2nnc(SCC(=O)c3ccccc3)n2C)cc1	-4	-3	0.9	-3.0	4	0	2.6	3	3.6	3
COc1ccc(S(=O)(=O)n2nc(C)c(S(=O)(=O)N3CCOCC3)c2C)cc1	3	8	-0.2	-0.2	-3	-2	4.5	-2	-0.3	4
COc1ccc(Cc2nnc(NC(=O)c3ccc(OC)c(OC)c3)s2)cc1OC	0	.	-2.1	9.5	0	-3	1.0	-1	-0.8	-3
C/C(=N\NC(=O)c1ccc(NS(=O)(=O)c2cccs2)cc1)c1ccc(O)cc1O	5	34	-4.7	0.5	2	0	1.4	5	0.7	1
O=C(Nc1ccccc1C(=O)O)c1cccc(N2C(=O)c3ccccc3C2=O)c1	1	-32	0.7	-1.8	-16	-1	-1.3	-6	3.2	-1
Cc1ccc(S(=O)(=O)N(C)CC(=O)N2CCN(C(=O)c3ccco3)CC2)cc1	-1	-6	-3.0	1.0	-9	.	1.2	2	1.1	2
O=C(Nc1ccc2c(c1)COC2=O)c1ccc(Cl)c(Cl)c1	0	15	-0.6	-5.4	-9	16	2.6	-6	0.9	-12
COc1ccc(Cc2nc(-c3ccncc3)no2)cc1	0	0	0.1	0.3	-10	0	4.7	2	0.7	-11
CC1SC(C)C(=O)N(CC(=O)NCc2ccc(F)cc2)C1=O (stereo unspecified)	-1	-23	0.8	-2.2	-2	4	2.9	.	4.0	0
Cc1ccc(S(=O)(=O)Nc2ccccc2C(=O)N2CCCCC2C)c(C)c1NS(C)(=O)=O (stereo unspecified)	-1	33	-1.8	0.6	-22	-9	1.5	2	2.0	10
Cc1ccccc1NC(=O)c1ccccc1	1	.	1.3	-1.7	-12	1	0.5	-5	1.2	10
Cn1c(=N)n(CC(=O)c2cccs2)c2ccccc21	0	10	0.9	0.4	17	29	2.8	15	5.3	-6
Cc1cc(C)c(NC(=O)C2=CCN(S(=O)(=O)c3ccc(F)cc3)CC2)c(C)c1	-1	-14	0.3	-0.3	-12	-2	1.5	6	4.7	-2
Cc1cccc(NS(=O)(=O)c2cc([N+](=O)[O-])ccc2C)n1	1	-2	-1.6	-1.1	-12	2	3.5	-3	-0.3	3
CN(Cc1nccs1)C(=O)C1CCC(=O)N(CCc2ccc(Cl)cc2)C1 (stereo unspecified)	2	9	0.8	-1.9	-15	3	-2.1	-3	2.2	3
COCCCNC(=O)CSc1nc2cc3c(cc2c(=O)n1CCCC(=O)NCc1ccc(OC)cc1)OCO3	-1	-6	0.6	-0.9	-10	1	1.1	-3	0.4	0
C/C(=N/N=C1\SCC(=O)N1c1ccccc1)c1ccc(C)cc1	.	7	2.9	-0.1	-13	1	-0.2	-5	6.9	-3
COc1ccc(CC(=O)Nc2ccc(-c3ccc4nnc(C)n4n3)cc2)cc1OC	-1	-24	-1.4	-8.5	-3	16	4.5	-10	0.5	2
Cc1ccc(N2C(=O)CC(C)(C)CC2=O)cc1Cl	2	-25	0.3	15	-12	1	-1.3	2	-0.4	-6
CSCCC(NC(=O)COc1ccccc1)C(=O)N1CCCC(C)C1 (stereo unspecified)	1	-9	-0.4	-2.1	-13	-1	2.0	-11	4.2	-4
COC(=O)c1ccc(COc2cccc(C)c2C)cc1	-19	-9	1.1	-0.9	4	9	3.0	11	2.4	-4
CCn1c(=O)c2c3c(sc2n(C)c1=O)CCC3	1	-10	-0.2	.	-7	.	1.6	2	0.8	3

Sorted by the number under PfHsp90 yeast 2 (high to low): 7 from the list above
| structure | PfHsp90 yeast 2 |
| --- | --- |
| Cc1ccc(S(=O)(=O)Nc2ccccc2C(=O)N2CCCCC2C)c(C)c1NS(C)(=O)=O (stereo unspecified) | 33 |
| Cn1c(=N)n(CC(=O)c2cccs2)c2ccccc21 | 10 |
| CN(Cc1nccs1)C(=O)C1CCC(=O)N(CCc2ccc(Cl)cc2)C1 (stereo unspecified) | 9 |
| COCCCNC(=O)CSc1nc2cc3c(cc2c(=O)n1CCCC(=O)NCc1ccc(OC)cc1)OCO3 | -6 |
| CSCCC(NC(=O)COc1ccccc1)C(=O)N1CCCC(C)C1 (stereo unspecified) | -9 |
| CCn1c(=O)c2c3c(sc2n(C)c1=O)CCC3 | -10 |
| COc1ccc(CC(=O)Nc2ccc(-c3ccc4nnc(C)n4n3)cc2)cc1OC | -24 |

Part of the list above, as a markdown table:
| canonical_smiles | DAGLB inhibitor | PfHsp90 yeast 2 | Ecoli viability | CAL PDZ FP | PvdQ inh | Wnt act | phage Ecoli inh | Rtt109 Vps75 | AddAB inh | Tat export inh |
| --- | --- | --- | --- | --- | --- | --- | --- | --- | --- | --- |
| Cc1ccc(S(=O)(=O)N(C)CC(=O)N2CCN(C(=O)c3ccco3)CC2)cc1 | -1 | -6 | -3.0 | 1.0 | -9 | . | 1.2 | 2 | 1.1 | 2 |
| O=C(Nc1ccc2c(c1)COC2=O)c1ccc(Cl)c(Cl)c1 | 0 | 15 | -0.6 | -5.4 | -9 | 16 | 2.6 | -6 | 0.9 | -12 |
| COc1ccc(Cc2nc(-c3ccncc3)no2)cc1 | 0 | 0 | 0.1 | 0.3 | -10 | 0 | 4.7 | 2 | 0.7 | -11 |
| CC1SC(C)C(=O)N(CC(=O)NCc2ccc(F)cc2)C1=O (stereo unspecified) | -1 | -23 | 0.8 | -2.2 | -2 | 4 | 2.9 | . | 4.0 | 0 |
| Cc1ccc(S(=O)(=O)Nc2ccccc2C(=O)N2CCCCC2C)c(C)c1NS(C)(=O)=O (stereo unspecified) | -1 | 33 | -1.8 | 0.6 | -22 | -9 | 1.5 | 2 | 2.0 | 10 |

Reprinted at random: 3 compounds from above, in no set order.
SMILES	DAGLB inhibitor	PfHsp90 yeast 2	Ecoli viability	CAL PDZ FP	PvdQ inh	Wnt act	phage Ecoli inh	Rtt109 Vps75	AddAB inh	Tat export inh
Cn1c(=N)n(CC(=O)c2cccs2)c2ccccc21	0	10	0.9	0.4	17	29	2.8	15	5.3	-6
C/C(=N\NC(=O)c1ccc(NS(=O)(=O)c2cccs2)cc1)c1ccc(O)cc1O	5	34	-4.7	0.5	2	0	1.4	5	0.7	1
Cc1ccccc1NC(=O)c1ccccc1	1	.	1.3	-1.7	-12	1	0.5	-5	1.2	10

Remaining list, next part
SMILES	DAGLB inhibitor	PfHsp90 yeast 2	Ecoli viability	CAL PDZ FP	PvdQ inh	Wnt act	phage Ecoli inh	Rtt109 Vps75	AddAB inh	Tat export inh
COc1ccccc1NCC(=O)N/N=C(\C)c1ccc(Br)s1	-2	-16	0.3	-1.9	9	-7	2.9	.	0.8	2
COc1ccc(-c2nc3n(c(=O)c2C#N)CCS3)cc1	2	-22	-3.0	-0.5	-5	3	-2.9	0	0.2	0
CCc1nnc2c(N(C)C)nc3ccccc3n12	-1	-9	3.8	-2.1	-9	.	3.7	3	1.2	2
Cc1ccccc1CC(=O)NC1CCCc2ccccc21 (stereo unspecified)	2	4	-1.6	2.3	-18	2	0.4	0	3.6	-6
Cc1sc(NC(=O)c2ccccc2)c(C(c2ccccn2)N2CCN(CCO)CC2)c1C (stereo unspecified)	1	-5	0.3	-1.0	3	.	1.4	9	1.0	-2
COc1ccc(C(=O)Nc2ccc3ccccc3n2)c(OC)c1OC	-10	-2	-1.2	16	-14	0	0.1	-7	3.1	-7
C1CCc2c(nnc3c2-c2nonc2CC3)C1	5	.	-2.1	-0.1	1	0	1.6	2	4.1	-2
CCOC(=O)N1CCN(CC(=O)Nc2ccc(OC)cc2)CC1	2	1	-2.2	0.1	-9	-6	2.8	-8	2.3	-1
O=C(Nc1ccc(Cl)c(Cl)c1)OCCNC(=O)c1cccc(Cl)c1	-1	.	2.3	-1.2	-8	.	2.9	-7	4.5	7
COC(=O)c1ccc(Nc2nc(-c3ccncc3)nc3ccccc23)cc1	-5	4	-0.3	-1.8	1	1	-3.3	?	0.9	1
C=CCOC(=O)C1=C(C)NC(C)=C(C(=O)OCC=C)C1c1cn(-c2ccccc2)nc1-c1ccco1	-1	-13	-1.4	-2.5	-4	-11	1.8	-5	-0.7	-5
COC(=O)C1=C(C)N(Cc2ccco2)C(=O)C1	2	-4	-0.6	-4.5	-11	.	-0.8	19	1.9	3
COc1cccc(NC(=O)CCNC(=O)Cn2ccc3ccccc3c2=O)c1	2	.	1.0	-1.1	-8	-3	3.4	7	4.8	-5
COC(=O)CC1Oc2ccccc2N(Cc2ccccc2)C1=O (stereo unspecified)	-2	-17	0.5	0.9	4	-3	0.9	5	2.4	0
CN(/C=C/C(=O)C(F)(F)F)Cc1ccccc1	2	5	0.6	1.2	-4	.	-0.4	7	1.4	16
CC(CN1C(C)CCCC1C)OC(=O)c1ccccc1Br (stereo unspecified)	-1	28	-1.2	0.4	-14	2	2.5	.	-1.8	-12
CC(=O)CSc1ccc(C(=O)O)cn1	1	-26	1.1	-0.5	-4	.	4.0	-4	6.8	-13
COCCN(C(=S)Nc1ccccc1C)C(C)c1cccs1 (stereo unspecified)	-2	9	-2.3	-1.1	-6	.	1.9	-5	3.2	10
O=C(Cn1c(=O)oc2ccccc21)Nc1ccc(S(=O)(=O)N2CCCCC2)cc1	-6	-21	0.7	-3.3	-7	-1	1.9	1	0.0	-2
CC(C)c1ccc(C(C)NC(=O)C2CCCC2)cc1 (stereo unspecified)	2	10	-0.3	-0.3	-14	0	0.2	2	2.9	-6
CCCCn1c(SCC(=O)c2ccc3c(c2)OCCO3)nnc1-c1ccco1	0	-18	-4.3	-1.7	-7	11	1.9	-12	0.2	0
CCCOc1ccc(C(=O)NCc2cccnc2)cc1	1	20	0.6	-0.8	-7	.	0.6	-1	2.8	4
